# Screens deposited in PubChem by several laboratories.
# HTR5A inv ag – HTR5A inverse agonists in luminescence cell assay, primary screen, counter-screen for OPRM1-OPRD1 heterodimer inverse agonist project, full-deck HTS | 5-hydroxytryptamine receptor 5A (Homo sapiens), P47898 | 340,000 compounds, 0.083% hits | HTR5A cell line, inverse agonism | inhibition, % at 9.3 µM; in the data active means inhibition mostly above about 23%, no sharp cut-off; inactive means mostly below about 18%;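 further: 0% = cells with DMSO and 100% = no-cell wells with DMSO; some compounds called inactive have numbers as strong as hits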
# PKA-R2B activ – activators of PKA-R2B holoenzyme, primary screen, biochemical, fluorescence polarization, Cy5-IP20, human; cAMP-dependent protein kinase catalytic subunit beta (Homo sapiens) + cAMP-dependent …; PKA-R2B holoenzyme dissociation; R2B truncated from residue 108, S112A mutant; 0% DMSO only, 100% 113 µM cGMP; activation, % at 11.4 µM; 340,000 compounds, 0.079% hits; AID 504700, 2011;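 active means activation above a cutoff set at the mean over all compounds plus 3 SD, cut at about 18% in these data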;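 further: higher means more holoenzyme dissociation and a rise in polarization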
# Target sequence (P31323 whole entry, looked up, other chains not shown, the tested form may be a part): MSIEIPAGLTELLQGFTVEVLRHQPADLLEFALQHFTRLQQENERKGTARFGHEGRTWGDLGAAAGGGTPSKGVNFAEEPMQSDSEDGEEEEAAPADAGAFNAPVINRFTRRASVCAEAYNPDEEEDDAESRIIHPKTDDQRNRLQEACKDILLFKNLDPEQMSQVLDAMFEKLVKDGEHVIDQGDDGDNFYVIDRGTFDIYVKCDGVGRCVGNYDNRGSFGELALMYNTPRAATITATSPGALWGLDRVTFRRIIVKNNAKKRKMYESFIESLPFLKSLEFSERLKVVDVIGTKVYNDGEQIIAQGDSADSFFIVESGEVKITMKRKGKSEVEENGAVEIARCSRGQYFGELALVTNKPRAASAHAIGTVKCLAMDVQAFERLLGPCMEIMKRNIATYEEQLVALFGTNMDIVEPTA
# Tat export inh – E. coli Tat export inhibitors, primary screen, MC4100, TorA-mCherry reporter, fluorescence, single point; AID 488895, 2010; inhibition, % at 10 µM; 340,000 compounds, 0.036% hits;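 active means mean replicate inhibition at least 50% and at least half of replicates individually reaching 50%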;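 further: exported cargo escapes ClpAP degradation while cytoplasmic cargo is degraded and loses fluorescence; 0% = median of neutral control wells and 100% = median of NaSCN control wells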
# phage Ecoli inh – growth loss of phage-infected E. coli, primary screen, RecBCD inhibitor project, absorbance, with phage, HTS. AID 651602, 2012. 360,000 compounds, 0.26% hits. inhibition, % at 11.9 µM; in the data active means inhibition above about 11%
# Ecoli viability – E. coli V3065 growth inhibition, primary screen, counter-screen for AddAB inhibitor project, absorbance, OD600 | AID 449728, 2010 | 18 h | inhibition, % at 11.9 µM | 330,000 compounds, 0.27% hits;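 active means inhibition above the campaign's mean inhibition across all tested compounds plus 3 SD, cut at about 9.9% in these data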;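 further: uninfected addAB+ strain grown without phage in ampicillin broth; 0% = DMSO wells and 100% = ciprofloxacin 0.95 µg/ml wells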
# HTR5A ag ctr – HTR5A agonists in luminescence cell assay, primary screen, counter-screen for OPRM1-OPRD1 heterodimer agonist project, full-deck HTS. 5-hydroxytryptamine receptor 5A (Homo sapiens), P47898. cell-based. activation, % at 9.3 µM. 340,000 compounds, 0.61% hits; in the data active means activation mostly above about 9.5%, no sharp cut-off; inactive means mostly below about 7.6%;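 further: 0% = cells with vehicle only and 100% = reference agonist; strong numbers were not always called active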
# CDK5 p35 inh – inhibitors of human CDK5/p35 kinase, primary screen, biochemical, single concentration; Cyclin-dependent kinase 5 (Homo sapiens) + Cyclin-dependent kinase 5 activator 1 (Homo …; Recombinant CDK5/p35, ADP-Glo luminescence, 60 min; inhibition, % at 10 µM; 330,000 compounds, 0.01% hits;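 active means highest replicate inhibition of at least 50% and at least 75% of replicates reaching 50%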;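 further: plate controls were DMSO neutral control for no effect and GW8510 at 10 µM for full effect; many of its hits are not listed in these tables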
# Target sequence (Q00535 whole entry, looked up): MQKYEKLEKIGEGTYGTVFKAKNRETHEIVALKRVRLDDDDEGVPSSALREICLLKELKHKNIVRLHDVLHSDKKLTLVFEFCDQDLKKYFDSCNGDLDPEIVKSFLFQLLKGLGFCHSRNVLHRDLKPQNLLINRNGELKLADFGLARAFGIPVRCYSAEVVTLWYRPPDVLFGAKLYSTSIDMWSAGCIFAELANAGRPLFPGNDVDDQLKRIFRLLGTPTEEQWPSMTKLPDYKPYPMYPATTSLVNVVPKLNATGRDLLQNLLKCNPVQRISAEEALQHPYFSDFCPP
# Target sequence (Q15078 whole entry, looked up): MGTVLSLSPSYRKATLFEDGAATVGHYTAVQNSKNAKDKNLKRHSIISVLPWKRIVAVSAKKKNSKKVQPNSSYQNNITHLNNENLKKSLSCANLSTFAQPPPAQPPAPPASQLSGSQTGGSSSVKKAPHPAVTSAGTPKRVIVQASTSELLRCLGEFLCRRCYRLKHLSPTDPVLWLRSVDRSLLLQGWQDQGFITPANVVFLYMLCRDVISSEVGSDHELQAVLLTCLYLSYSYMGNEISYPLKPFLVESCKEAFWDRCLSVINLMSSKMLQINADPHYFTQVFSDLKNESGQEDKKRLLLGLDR
# SUMO Mot1 rescue – yeast Mot1-301 growth rescue at high temperature, primary screen, SUMOylation pathway inhibitor project, S. cerevisiae, ATP luminescence, 38.5C | S. cerevisiae Mot1-301 growth rescue; percent above DMSO median, 100 means doubled | 320,000 compounds, 1% hits | AID 2716, 2010 | growth rescue, % at 18.8 µM;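 active means every valid replicate shows activation above 250% relative to neutral control wells; inactive means the rest, any valid replicate at or below 250%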;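 further: OY570 slx delta 5 strain wells were the positive control but not used for scaling; some compounds called inactive have numbers as strong as hits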
# DAGLB inhibitor – DAGLB lipase inhibitors, primary screen, biochemical, fluorescence, HTS; Diacylglycerol lipase-beta (Homo sapiens), Q8NCG7; 340,000 compounds, 0.059% hits; AID 504411, 2011; HEK293T DAGLB membrane lysate, EnzChek fluorogenic substrate; inhibition, % at 5.17 µM; in the data active means inhibition above about 34%;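 further: 0% = enzyme with vehicle and 100% = wells lacking enzyme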
# PKA-R1A act – activators of PKA-R1A holoenzyme, primary screen, biochemical, fluorescence polarization, Cy5-IP20, bovine R1A, mouse PKAc; 340,000 compounds, 0.083% hits; PKA-R1A dissociation; scaled: DMSO 0%, 113 µM cGMP 100%; activation, % at 11.4 µM; cAMP-dependent protein kinase type I-alpha regulatory subunit (Bos taurus) + …;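 active means percent activation above the mean of all tested compounds plus 3 SD, cut at about 19% in these data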;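 further: higher means more PKAc released from R1A so a rise in polarization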
# AddAB inh – growth inhibition of E. coli expressing H. pylori AddAB, primary screen, AddAB inhibitor project, absorbance; inhibition, % at 11.9 µM; AID 435030, 2010; 330,000 compounds, 0.29% hits; in the data active means inhibition above about 12%;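 further: 0% = vehicle wells of infected cells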
# The depositor's hits bear a star; i = inactive; / = no result given.
SMILES,HTR5A inv ag,PKA-R2B activ,Tat export inh,phage Ecoli inh,Ecoli viability,HTR5A ag ctr,CDK5 p35 inh,SUMO Mot1 rescue,DAGLB inhibitor,PKA-R1A act,AddAB inh
CCCCCCOC1(c2ccccc2)OC(=O)c2ccccc21 (stereo unspecified),1,-6,0,/,0.2,0,3.4,-2,-10,3,3.5
Cc1nn(C)cc1[C@@H]1C[C@H]2CN(Cc3cccc(Cl)c3)C(=O)[C@]23CCCN13,6,-9,-2,4.5,-1.6,-2,2.6,-3,-1,-3,2.4
COc1ccc(Cl)c2sc(NC(=O)C3=COCCO3)nc12,-12,-3,8,1.5,1.6,4,-0.5,10,1,-7,-0.1
CCCCNC(=S)N(Cc1ccco1)Cc1cc2cc3c(cc2[nH]c1=O)OCCO3,-8,0,19,2.1,0.5,1,0.0,-4,-3,6,2.4
O=S(=O)(Nc1ccccc1F)c1cccc(NC(=S)NCCN2CCOCC2)c1,-24,-4,-3,3.3,2.1,-4,1.5,36,-1,-7,2.5
C=C1CCC2C(C)(C)[C@@H](O)CC[C@@]2(C)[C@@H]1COc1ccc2ccc(=O)oc2c1 (stereo partly specified),-13,0,-3,-0.5,1.9,4,0.0,109,-2,2,0.7
NC(=O)CC(NC(=O)Cc1ccc(Br)cc1)c1ccc(N2CCc3ccccc3C2)c([N+](=O)[O-])c1 (stereo unspecified),-24,3,1,0.2,-1.4,-3,-1.6,-22,7,-1,-1.9
COc1ccc(NC(=O)Cn2cccc2)c(OC)c1,-36,-3,0,4.1,0.4,-4,-0.5,/,1,-4,0.7
Cc1cc2nc(SCC(=O)O)nc(C)c2cc1C,9,3,-2,-0.1,0.1,3,-2.8,77,1,-6,0.1
O=C(CN1CCCC1=O)NC1C2CC3CC(C2)CC1C3 (stereo unspecified),-10,-1,1,5.2,-2.7,-5,-1.8,22,0,-1,3.4
O=C(COC(=O)c1cnc(Cl)c(Cl)c1)NCCC1=CCCCC1,-4,-11,1,-1.5,3.3,2,2.4,6,-2,1,0.8
C=CCN1C(=O)c2ccc(C(=O)OCC(=O)N(C)C3CCCCC3)cc2C1=O,6,7,-1,-1.5,0.5,-2,0.9,3,-2,-2,3.5
COCCN(C(=S)Nc1ccc(Cl)cc1OC)C1CCN(C(C)=O)CC1,-24,0,-4,-2.8,-0.8,-1,0.0,-7,-2,-3,-0.3
Cc1ccc(CN2CCNC(=O)C2CC(=O)NCc2csc(C(C)C)n2)cc1 (stereo unspecified),-1,-2,-10,1.8,0.3,3,0.0,3,2,-12,0.9
Cc1cc(Cl)ccc1OCC(=O)NNC(=O)c1cnccn1,12,-5,-2,-3.7,-5.0,-4,-0.1,6,1,-7,-5.1
Cc1ccccc1C(N)=O,-9,-2,-6,-1.8,/,2,-0.4,/,-1,-4,/
COC(C[C@H]1O[C@H]1[C@@H](O)COCc1ccccc1)OC,15,-3,5,2.5,/,-1,-2.6,/,3,-11,/
CSc1nc2nccc(-c3ccc(-c4ccccc4)cc3)n2n1,-5,8,0,-0.6,-2.2,2,0.7,86,-5,-10,-0.5
Nc1nn(-c2ccccc2)c2ccc([N+](=O)[O-])cc12,5,1,5,0.1,1.3,-1,9.2,-17,8,-6,-0.6
CCn1c(C)nc2cc(C(=O)NNC(=S)NC(=O)c3ccccc3)ccc21,16,-15,-9,-2.1,-8.3,0,-0.4,95,-6,-1,-3.8
COc1ccc(OCCOc2ccc(S(=O)(=O)N3CCCC3)cc2[N+](=O)[O-])cc1,-11,5,2,1.2,-0.2,4,-0.1,12,0,-6,-0.8
COc1cccc(C(=O)Nc2c3c(nn2-c2cccc(C)c2C)CS(=O)C3)c1OC (stereo unspecified),-2,5,-1,2.2,-2.1,2,-1.2,-3,1,-7,1.1
COc1cc(C2C(C#N)=C(N)Oc3n[nH]c(-c4cccnc4)c32)ccc1OCC(N)=O (stereo unspecified),-16,-4,-3,0.8,-2.5,6,-2.4,-13,-3,-5,-1.2
C=CCN(C(=O)COC(=O)c1cc[n+]([O-])cc1)c1nc(-c2ccccc2)cs1,13,-8,2,0.8,-0.1,-4,0.4,-1,0,6,-0.3
Cc1cc2ncn(CCCCOc3ccccc3)c2cc1C,1,12,-1,2.5,1.0,0,1.4,-38,-4,5,-1.7
CN(C)S(=O)(=O)c1cccc(NC(=O)c2ccccc2OCc2ccc(F)cc2)c1,-17,-3,0,1.1,-0.1,-1,0.4,-13,-8,8,2.3
COc1ccc(C(=O)N2CC3(CC(c4ccc(Cl)cc4)=NO3)C[C@H]2C(=O)NCC(N)=O)cc1 (stereo partly specified),-9,-9,-5,1.0,-2.5,3,-1.3,14,-2,-3,0.4
O=C(CCc1n[nH]c(=O)[nH]c1=O)N1CCOCC1,-27,-7,2,2.9,1.7,10,-1.5,19,3,0,0.0
CCOc1ccc2c(c1)C(=NNC(=O)c1ccncc1)c1cc(OCC)ccc1-2,3,2,3,1.6,-0.9,-1,-0.6,i,2,-7,-2.3
CC1=C(C(=O)Nc2ccccc2C(=O)NCCCN2CCN(C)CC2)SCCO1,-8,-7,2,-2.7,1.9,-1,-0.5,-8,4,-6,0.4
COc1ccc(/C=C2\SC(=S)N(CCC(=O)NCCCN3CCOCC3)C2=O)cc1,-3,-2,3,-2.8,-1.8,4,0.0,-9,-4,-4,-2.5
O=C(CCC(=O)c1cccs1)NNC(=O)c1ccccc1Cl,-10,-4,0,-3.4,-1.1,4,-0.1,-12,-3,12,-0.1
COc1ccc(-c2nnc3n2-c2ccccc2SC3)cc1OC,4,4,35,3.3,2.0,-2,-1.5,-23,3,-8,0.6
CCS(=O)(=O)C1=NSC2=NC(=O)/C(=C\c3ccc(OS(=O)(=O)c4ccccc4)c(OC)c3)C(=N)N21,16,1,2,/,-2.4,9,3.8,3,6,3,1.1
CCCCCCCCCCCCC/C=C/[C@@H](O)[C@@H](N)CO,-8,-2,21,5.2,-3.1,7,-0.8,59,-1,-7,-3.3
COc1ccc2[nH]c(C(=O)Nc3ccc(C)c(F)c3)cc2c1,-19,-8,4,1.6,-2.5,1,-0.4,-6,0,-15,0.4
CCOCCCN(C(=O)c1snc(C(N)=O)c1N)C(C(=O)NC(C)(C)C)c1ccc(Cl)cc1 (stereo unspecified),-27,-6,10,-3.1,-1.8,0,1.5,-9,-4,-7,-2.5
CCOc1ccc(OC(=O)c2cccc(S(=O)(=O)N3CCN(C)CC3)c2)cc1,-12,-10,-4,1.2,0.4,3,3.8,-25,-1,-2,1.2
CC(=O)OCC(=O)C1CCC2C3CC=C4CC(O)CCC4(C)C3CCC12C (stereo unspecified),4,-9,-4,3.3,-0.9,1,1.4,462*,1,-4,0.2
Fc1ccccc1CSc1nnc(Cn2cnc3ccccc32)n1-c1ccccc1,9,-9,3,1.9,2.6,1,-1.2,57,-1,3,1.8
CCn1ccnc1CN(C)C(=O)CCc1nnc(CCC2CCCCC2)o1,12,0,-7,0.9,-0.2,1,0.0,6,1,5,2.4
Cc1ccc(OCCNC(=O)CNC(=O)c2ccc(C)cc2)cc1,6,-6,-4,4.5,0.2,3,0.4,336,-1,-8,2.8
CCOc1ccc(N(CC(=O)NCc2ccc(OC)cc2)S(=O)(=O)c2c(C)noc2C)cc1,-11,1,1,4.3,-0.8,-1,-0.8,1,1,9,2.4
CCN(C(=O)c1ccc(NC(C)=O)cc1)c1ccccc1C,6,9,3,0.2,0.5,-2,-0.5,1,2,-14,1.2
CN(CC(=O)Nc1cccc(Cl)c1)S(=O)(=O)c1ccc2c(c1)n(C)c(=O)c(=O)n2C,3,-7,0,0.4,-0.3,-3,-1.6,-2,2,-6,4.9
CCN(CC)S(=O)(=O)c1ccc2oc(Nc3ccc4c(c3)OCCO4)nc2c1,-20,1,-4,-0.2,-0.9,8,0.5,-21,0,5,0.8
CCCC(=O)Nc1nnc(SCC(=O)NC2CC2)s1,-2,-4,34,2.6,-1.4,2,-5.1,-13,-1,-7,2.7
CC(=O)Nc1ccc(CN2CCCN(C)CC2)cc1,-11,-6,-6,0.1,-0.7,0,0.6,-8,-1,-4,4.0
CN=C(Nc1cccnc1)c1ccccc1,-22,1,5,0.4,-2.6,6,-0.1,421*,-1,-4,1.9
Cc1cc(Cl)ccc1OCC(=O)OCC(=O)c1c(N)n(C)c(=O)n(C)c1=O,-3,-12,-6,2.0,0.7,1,-0.1,-5,-3,0,0.8
CCN(c1ccccc1)S(=O)(=O)c1ccc(C(=O)NCCc2ccc(S(N)(=O)=O)cc2)cc1,5,9,-3,0.3,-0.1,-2,0.6,1,1,-7,1.1
CCCN(CCC)c1nc(C#N)nc(N(CCC)CCC)n1,4,-6,-2,2.8,-1.2,-2,0.5,-14,-3,0,-1.4
CCC(=O)c1ccc(OCC(=O)OCC(=O)Nc2cccc(S(=O)(=O)N3CCCC3)c2)cc1,12,2,10,3.5,-2.1,-1,-0.6,4,2,-9,-0.4
CSc1nc(C)cc(OCC(=O)N/N=C/c2ccccc2O)n1,-2,0,-4,1.5,-2.1,1,-1.0,-9,-4,7,5.8
CCC(C)c1ccc(NC(=S)NN2CCOCC2)cc1 (stereo unspecified),23,-8,7,2.7,1.0,-9,-1.4,7,2,-7,5.6
O=c1c2ccccc2nc(COc2ccccc2)n1/N=C/c1cn[nH]c1-c1ccccc1,3,4,-1,1.0,-1.3,-1,-0.2,647*,-3,-8,-0.2
COc1cccc(C2(C)NC(=O)N(CC(=O)Nc3ccc(N4CCOCC4)cc3)C2=O)c1 (stereo unspecified),11,-1,0,3.5,-1.6,-3,-3.6,2,1,7,-0.7
CC(Oc1ccc(F)cc1)C(=O)Nc1cc(C(F)(F)F)ccc1-n1cncn1 (stereo unspecified),20,-7,40,4.5,-0.3,-2,-3.7,7,-1,-10,1.3
COc1ccc(C(=O)CC(=O)Nc2ccc([N+](=O)[O-])cc2)cc1,18,5,-1,3.2,2.1,10,0.4,-1,4,11,0.6
